KDM4C inh = inhibitors of GASC-1 (KDM4C) histone demethylase, primary screen, biochemical, single concentration HTS; Lysine-specific demethylase 4C (Homo sapiens), Q9H3R0; GST-KDM4C 2-372, H3K9me3 peptide, LANCE TR-FRET; inhibition, % at 12.5 µM; actives 0.15% (n = 96,000); AID 720574, 2013;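 active = mean replicate inhibition above about 25%, with at least 55% of replicates also reaching it, limit read from the data, passing the limit was not always enough; inconclusive = only one of those two conditions met; inactive = neither condition met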
Target sequence (Q9H3R0 2-372 limits assumed): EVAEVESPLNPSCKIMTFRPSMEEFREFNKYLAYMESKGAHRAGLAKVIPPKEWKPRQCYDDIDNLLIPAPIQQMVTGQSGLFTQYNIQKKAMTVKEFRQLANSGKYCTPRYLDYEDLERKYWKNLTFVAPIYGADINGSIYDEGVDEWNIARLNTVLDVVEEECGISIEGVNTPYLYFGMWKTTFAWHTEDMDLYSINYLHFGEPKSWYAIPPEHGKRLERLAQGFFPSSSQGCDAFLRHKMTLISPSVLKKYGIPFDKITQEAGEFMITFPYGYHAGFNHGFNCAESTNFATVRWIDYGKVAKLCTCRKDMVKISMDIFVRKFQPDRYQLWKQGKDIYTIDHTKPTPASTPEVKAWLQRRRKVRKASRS
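Material: GST-tagged GASC-1 (JMJD2C) catalytic fragment, aa 2-372 / Quantity: enzyme final amount 10 nM / Medium: HEPES buffer, pH 7.5, plus ascorbate / Doses: one test concentration per compound / Incubation: 30 min reaction, 60 min detection, RT / Measured by: LANCE TR-FRET / Read-out: inhibition from TR-FRET ratio decrease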
Tcruzi prolif = T. cruzi intracellular proliferation inhibitors, primary screen, cell-based, beta-gal Tulahuen parasites, NIH3T3 host, luminescence | T. cruzi beta-gal in NIH3T3, GalScreen luminescence, 90 h | inhibition, % at 8.34 µM | actives 5.9% (n = 77,000);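 active = mean inhibition above about 93%, with at least 55% of replicates each passing it, limit read from the data, passing the limit was not always enough; inconclusive = only one of those two conditions holds; inactive = neither condition holds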
Pf Dd2 growth = P. falciparum Dd2 growth inhibitors, primary screen, SYBR Green fluorescence, single dose replicates; 72 h; hits give low values; activity change, % at 10 µM; actives 2.3% (n = 94,000); in the data active = activity change below about -80%; inconclusive = no clear call, values can overlap the other calls
C diff growth = C. difficile growth inhibitors, primary screen, HTS. Clostridium difficile clinical isolate growth, OD600, 24 h; hits give low values. growth activity, negative = inhibition, % at 16 µg/mL (by protocol). actives 0.25% (n = 86,000). AID 1259249, 2017;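 active = mean growth activity at or below -80% and every replicate also at or below -80%; inconclusive = mean at or below -80% but some replicate above -80%; inactive = mean growth activity above -80%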;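 also: 0% = DMSO wells and -100% = levofloxacin 16 µg/mL wells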
The depositor's hits bear a star; ? = inconclusive; . = not tested or not shown; & = joins results of further samples.

SMILES	KDM4C inh	Tcruzi prolif	Pf Dd2 growth	C diff growth
CN1CCN(C(=O)C[C@@H]2CC[C@@H]3[C@H](COC[C@H](O)CN3C(=O)C3CCOCC3)O2)CC1	-0.5	7	37	-2&-5
C/C=C/c1ccccc1[C@H]1[C@H](C#N)N(c2nc(CC)cs2)[C@H]1CO	-1.1	.	-17	12
COc1ccc(CNC(=O)C[C@@H]2CC[C@H](NC(=O)CN(C)C)[C@@H](CO)O2)cc1	0.8	-14	10	.
C[C@@H]1CCCCO[C@@H](CN(C)C(=O)Nc2ccccc2)[C@@H](C)CN([C@@H](C)CO)C(=O)c2cc(NC(=O)Nc3cccc4ccccc34)ccc2O1	1.0	.	?	-2
C[C@H](CO)N1C[C@H](C)[C@@H](CN(C)S(C)(=O)=O)Oc2ccc(NC(=O)Cn3cnnn3)cc2C1=O	.	-1	1	-3
C[C@@H]1CN([C@@H](C)CO)C(=O)Cc2cc(NC(=O)Nc3ccc4c(c3)OCO4)ccc2O[C@@H]1CN(C)Cc1ccc2c(c1)OCO2	9.8	87	-1	4
COCC(=O)N(C)C[C@H]1Oc2ncc(C#C[C@H](C)O)cc2C(=O)N([C@H](C)CO)C[C@H]1C	-0.2	12	.	4
Cc1noc(C)c1NC(=O)NCC[C@@H]1CC[C@@H](NC(=O)c2ccccc2)[C@H](CO)O1	1.3	16	-2	9
COCC(=O)Nc1ccc2c(c1)C(=O)N(C)[C@@H]1CC[C@@H](CC(=O)NCc3ccc(OC)cc3)O[C@@H]1CO2	-0.4	-14	7	-5
CO[C@@H]1CN(C)C(=O)c2cc(NC(=O)CC(F)(F)F)ccc2OC[C@@H](C)N(C(=O)C2CCOCC2)C[C@@H]1C	0.8	.	55	-10
C[C@@H]1CN([C@H](C)CO)C(=O)c2cc(C#CC3CCCCC3)cnc2O[C@H]1CN(C)C(=O)Nc1ccccc1	-0.8	.	-39	-3
C[C@@H]1CN([C@@H](C)CO)C(=O)Cc2cc(N(C)C)ccc2O[C@H]1CN(C)Cc1ccc(-c2ccccc2)cc1	1.2	.	-18	9
O=S(=O)(c1ccccc1F)N1CCCCN2[C@@H](CO)[C@@H](c3ccc(-c4cccnc4)cc3)[C@@H]2C1	0.9	82	-17	-12
C[C@H](CO)N1C[C@H](C)[C@@H](CN(C)Cc2ccc(Cl)c(Cl)c2)Oc2ccc(N(C)C)cc2CC1=O	-0.6	108*	-3	8
CCCNC(=O)C[C@@H]1C[C@@H]2c3cc(NS(=O)(=O)c4cccc(OC)c4)ccc3O[C@@H]2[C@@H](CO)O1	-0.2	13	26	-2
COc1cccc(CNC(=O)C[C@@H]2C=C[C@H](NS(=O)(=O)c3ccccc3OC)[C@H](CO)O2)c1	-1.6	30	-9	7
Cc1ccc(S(=O)(=O)Nc2ccc3c(c2)CC(=O)N([C@@H](C)CO)C[C@@H](C)[C@H](CN(C)S(=O)(=O)c2cccs2)O3)cc1	-2.6	-4	-44	2
C[C@H](CO)N1C[C@H](C)[C@H](CN(C)Cc2ccccc2)OCc2ccccc2-c2ccccc2C1=O	-0.7	32	-15	.
C[C@H](CO)N1C[C@H](C)[C@H](CN(C)C(=O)c2ccncc2)Oc2ncc(C#CC3CCCCC3)cc2C1=O	-5.3	-80	-20	2
C[C@H]1CN([C@@H](C)CO)C(=O)Cc2cc(NC(=O)CCCN(C)C)ccc2O[C@@H]1CN(C)Cc1ccc(-c2ccccc2)cc1	-0.1	.	-7	-9
COc1ccc2c3c(n(C)c2c1)[C@H](CO)N(CC1CC1)CC31CCN(Cc2ccc(F)cc2)CC1	0.2	.	-85*	12
C[C@@H]1CCCCO[C@@H](CN(C)CC2CCCCC2)[C@@H](C)CN([C@@H](C)CO)C(=O)c2cc(NC(=O)NC3CCCCC3)ccc2O1	0.1	65	-43	.
COc1cccc(S(=O)(=O)N(C)C[C@@H]2OCc3cnnn3CCCC(=O)N([C@@H](C)CO)C[C@H]2C)c1	.	0	-12	0
CCNC(=O)C[C@@H]1CC[C@@H](NC(=O)C2CC2)[C@H](CO)O1	-1.7	6	1	.

Full records from above. Values in the order: KDM4C inh	Tcruzi prolif	Pf Dd2 growth	C diff growth
C[C@@H]1CN([C@@H](C)CO)C(=O)Cc2cc(NC(=O)Nc3ccc4c(c3)OCO4)ccc2O[C@@H]1CN(C)Cc1ccc2c(c1)OCO2 in the list: 9.8	87	-1	4
Cc1noc(C)c1NC(=O)NCC[C@@H]1CC[C@@H](NC(=O)c2ccccc2)[C@H](CO)O1 in the list: 1.3	16	-2	9
C[C@@H]1CCCCO[C@@H](CN(C)C(=O)Nc2ccccc2)[C@@H](C)CN([C@@H](C)CO)C(=O)c2cc(NC(=O)Nc3cccc4ccccc34)ccc2O1 in the list: 1.0	.	?	-2
COc1cccc(S(=O)(=O)N(C)C[C@@H]2OCc3cnnn3CCCC(=O)N([C@@H](C)CO)C[C@H]2C)c1 in the list: .	0	-12	0

Remaining list, next part:
SMILES	KDM4C inh	Tcruzi prolif	Pf Dd2 growth	C diff growth
O=C(C[C@H]1C[C@H]2c3cc(NS(=O)(=O)c4ccccc4)ccc3O[C@H]2[C@H](CO)O1)NC1CCCC1	-3.8	-50	-54	-3
CCCc1cn(CC[C@@H]2CC[C@@H](NC(=O)Cc3cccnc3)[C@H](CO)O2)nn1	.	36	-3	-5
O=C(NCC[C@@H]1CC[C@@H](NC(=O)c2cnccn2)[C@@H](CO)O1)Nc1ccc(F)cc1	0.4	39	25	0
COc1ccc(S(=O)(=O)N(C)C[C@H]2OCCCC[C@H](C)Oc3ccc(NS(=O)(=O)c4ccc(C)cc4)cc3C(=O)N([C@@H](C)CO)C[C@@H]2C)cc1	0.5	?	-68	2
CC(=O)N1[C@@H]2Cn3c(ccc(C4=CCCC4)c3=O)[C@H]1[C@@H](C(=O)N[C@H](C)c1ccccc1)[C@@H]2CO	1.0	-9	6	-4
C[C@H]1CN([C@@H](C)CO)S(=O)(=O)c2ccc(-c3ccccc3)cc2O[C@H]1CN(C)C	-1.9	.	-6	-2
C[C@H]1CN([C@@H](C)CO)C(=O)c2cc(NS(=O)(=O)c3cccs3)ccc2O[C@H]1CN(C)S(=O)(=O)c1ccc(F)cc1	-0.8	60	-6	-7
COCC(=O)N(C)C[C@H]1Oc2cc(C#CCC(C)C)ccc2S(=O)(=O)N([C@@H](C)CO)C[C@H]1C	-0.9	40	29	3
Cc1ccc(-c2cnc3c(c2)C(=O)N([C@@H](C)CO)C[C@H](C)[C@H](CN(C)C(=O)c2ccncc2)O3)cc1	1.1	1	11	4
O=C(Nc1ccccc1F)N[C@@H]1CC[C@H](CCNS(=O)(=O)c2ccccc2)O[C@H]1CO	-2.1	-30	-10	-6
CC(C)(O)C#Cc1ccc([C@@H]2[C@H]3CN(C(=O)c4cccnc4)CCCCN3[C@H]2CO)cc1	-1.4	71	49	-5
C[C@@H]1CN([C@@H](C)CO)S(=O)(=O)c2ccc(C#CCN(C)C)cc2O[C@H]1CN(C)C(=O)C1CCC1	2.3	104*	-14	-3
Cc1noc(C)c1NC(=O)Nc1ccc2c(c1)C(=O)N([C@H](C)CO)C[C@H](C)[C@@H](CN(C)CC1CCCCC1)O2	1.0	65	4	1
C[C@H](CO)N1C[C@H](C)[C@H](CN(C)C(=O)Nc2ccc(F)cc2)OCCCC[C@H](C)Oc2ccc(NS(=O)(=O)c3ccccc3)cc2C1=O	-0.9	58	-41	13
COc1ccccc1-c1ccccc1[C@H]1[C@@H](CO)N(C(=O)CN(C)C)[C@H]1C#N	0.8	.	-2	-2
C[C@@H](NC(=O)C[C@@H]1C=C[C@@H](NC(=O)C2CCC2)[C@@H](CO)O1)c1ccccc1	3.9	-58	10	.
Cc1noc(C)c1NC(=O)Nc1ccc2c(c1)CC(=O)N([C@@H](C)CO)C[C@H](C)[C@@H](CN(C)Cc1ccccc1)O2	1.5	-11	-12	0
Cc1cc(C(=O)Nc2ccc3c(c2)C(=O)N(C)[C@H]2CC[C@H](CC(=O)O)O[C@@H]2CO3)no1	-0.6	-16	0	3
C[C@H]1CN([C@@H](C)CO)C(=O)c2cc(Br)cnc2O[C@@H]1CN(C)C(=O)CN(C)C	-0.2	-15	19	1
CCCC#Cc1ccc([C@@H]2[C@H](CO)N3CCCCN(S(=O)(=O)Cc4ccccc4)C[C@@H]23)cc1	-0.5	83	-84*	-90*
COC(=O)C[C@@H]1C=C[C@H](NC(=O)c2ccccc2)[C@H](CO)O1	0.5	-3	4	.
CCS(=O)(=O)N1CC2(CN(Cc3ccc4c(c3)OCO4)[C@@H](CO)c3[nH]c4cc(OC)ccc4c32)C1	.	.	-69	-12
C[C@H](CO)N1C[C@H](C)[C@H](CN(C)C(=O)Nc2ccc(F)cc2)Oc2ncccc2C1=O	-0.3	-8	9	4
C[C@@H]1CN([C@@H](C)CO)C(=O)c2cc(NS(=O)(=O)c3ccc(Cl)cc3)ccc2O[C@@H]1CN(C)Cc1ccc(C(=O)O)cc1	-0.2	92	17	.
C[C@@H]1CN([C@@H](C)CO)C(=O)c2ccccc2-c2ccccc2CO[C@H]1CN(C)S(=O)(=O)c1ccc(C(F)(F)F)cc1	6.0	114*	-72	9
Cc1cc(C(=O)Nc2cccc3c2O[C@H](CN(C)C(=O)Nc2c(C)noc2C)[C@H](C)CN([C@H](C)CO)C3=O)n(C)n1	-1.0	-16	42	.
COc1cccc(S(=O)(=O)Nc2ccc3c(c2)C(=O)N(C)C[C@H](OC)[C@H](C)CN(Cc2ccccc2F)[C@H](C)CO3)c1	-0.6	.	-10	.
O=C(C[C@H]1C[C@H]2c3cc(NC(=O)C4CCC4)ccc3O[C@H]2[C@@H](CO)O1)NC1CCCC1	-1.5	6	29	-5
CCC(=O)Nc1ccc2c(c1)C(=O)N(C)C[C@@H](OC)[C@H](C)CN(C(=O)C1CCC1)[C@@H](C)CO2	0.3	-7	50	2
COc1ccc(NC(=O)N2C[C@H](O)COC[C@@H]3O[C@H](CC(=O)NC4Cc5ccccc5C4)CC[C@H]32)cc1	0.0	29	0	.
COc1ccc(S(=O)(=O)Nc2ccc3c(c2)C(=O)N([C@H](C)CO)C[C@@H](C)[C@@H](CN(C)S(=O)(=O)c2cccs2)O3)cc1	-0.4	-9	48	-2
CC(C)NC(=O)N(C)C[C@H]1Oc2ncc(C#CCc3ccccc3)cc2C(=O)N([C@H](C)CO)C[C@H]1C	18	47	-38	5
COC(=O)[C@H]1[C@H](CO)[C@H]2Cn3c(ccc(-c4cccc(C(=O)N(C)C)c4)c3=O)[C@H]2N1C	3.9	39	-12	3
CCC(=O)N1[C@H](CN(C)C(C)=O)[C@@H](c2ccc(-c3cccc(F)c3)cc2)[C@@H]1CO	-1.4	7	11	-9
CC(C)NC(=O)N(C)C[C@H]1OCCCC[C@H](C)Oc2ccc(NC(=O)C3CCCCC3)cc2C(=O)N([C@H](C)CO)C[C@H]1C	0.2	61	0	4
CS(=O)(=O)Nc1ccc2c(c1)[C@H]1C[C@@H](CC(=O)NCc3ccncc3)O[C@@H](CO)[C@H]1O2	1.5	107*	19	0
C[C@@H]1CN([C@H](C)CO)C(=O)c2cccc(N(C)C)c2O[C@H]1CN(C)S(=O)(=O)c1ccc(Cl)cc1	1.2	.	-15	16&-1
COc1ccc2c3c(n(C)c2c1)[C@@H](CO)N(CC1CCOCC1)CC31CCN(C(=O)Nc2ccccc2)CC1	-0.4	.	-83*	2
C[C@H](CO)N1C[C@H](C)[C@@H](CN(C)S(C)(=O)=O)Oc2ncc(C3=CCCCC3)cc2C1=O	1.4	37	30	.
CO[C@H]1CN(C)C(=O)c2ccc(NS(=O)(=O)c3ccccc3F)cc2OC[C@@H](C)NC[C@@H]1C	-1.2	-13	7	.
Cc1noc(C)c1NC(=O)N(C)C[C@@H]1Oc2ccc(NC(=O)CCN3CCOCC3)cc2CC(=O)N([C@H](C)CO)C[C@@H]1C	-1.0	20	-14	6
COCC(=O)N(C)C[C@@H]1Oc2cc(C3=CCCCC3)ccc2S(=O)(=O)N([C@@H](C)CO)C[C@@H]1C	1.0	34	10	-1
N#C[C@@H]1[C@H](c2ccccc2C2=CCCCC2)[C@H](CO)N1C(=O)Cc1ccncc1	-0.5	.	-10	-4
COc1ccc(S(=O)(=O)Nc2ccc3c(c2)CC(=O)N([C@@H](C)CO)C[C@H](C)[C@H](CN(C)Cc2ccncc2)O3)cc1	-1.6	.	-11	1

Of the compounds above, these contain a Cl atom:
SMILES	KDM4C inh	Tcruzi prolif	Pf Dd2 growth	C diff growth
C[C@H](CO)N1C[C@H](C)[C@@H](CN(C)Cc2ccc(Cl)c(Cl)c2)Oc2ccc(N(C)C)cc2CC1=O	-0.6	108*	-3	8
C[C@@H]1CN([C@@H](C)CO)C(=O)c2cc(NS(=O)(=O)c3ccc(Cl)cc3)ccc2O[C@@H]1CN(C)Cc1ccc(C(=O)O)cc1	-0.2	92	17	.
C[C@@H]1CN([C@H](C)CO)C(=O)c2cccc(N(C)C)c2O[C@H]1CN(C)S(=O)(=O)c1ccc(Cl)cc1	1.2	.	-15	16&-1

Source: PubChem BioAssay
